Screening data deposited in PubChem by several laboratories.
HTR5A inv ctr – counter-screen for OPRM1-OPRD1 inverse agonists: human HTR5A inverse agonism; HTR5A cell line, luminescence; inhibition, % at 9.3 µM; 340,000 tested, 0.083% active; AID 504634; in the data active = inhibition mostly above about 23%, no sharp cut-off; inactive = mostly below about 18%;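 note: 0% = cells with DMSO and 100% = no-cell wells with DMSO; some compounds called inactive have numbers as strong as hits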
Target sequence (P47898 whole entry, looked up): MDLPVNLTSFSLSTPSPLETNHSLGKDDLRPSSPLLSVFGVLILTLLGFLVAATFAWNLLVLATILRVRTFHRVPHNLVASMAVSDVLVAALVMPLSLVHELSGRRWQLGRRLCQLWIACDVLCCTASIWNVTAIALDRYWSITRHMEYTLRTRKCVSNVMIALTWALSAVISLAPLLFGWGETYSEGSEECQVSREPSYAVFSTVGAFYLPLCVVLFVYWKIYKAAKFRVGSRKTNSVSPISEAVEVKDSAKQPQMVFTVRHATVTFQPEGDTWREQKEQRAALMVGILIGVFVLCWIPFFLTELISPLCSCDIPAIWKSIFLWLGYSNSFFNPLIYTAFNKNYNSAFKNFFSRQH
PKA-R2B act – activates the human PKA-R2B holoenzyme complex; P22694+P31323; AID 504700; PKA-R2B holoenzyme dissociation, Cy5-IP20 fluorescence polarization; R2B truncated from residue 108, S112A mutant; 0% DMSO only, 100% 113 µM cGMP; activation, % at 11.4 µM; 340,000 tested, 0.079% active;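 active = activation above a cutoff set at the mean over all compounds plus 3 SD, cut at about 18% in these data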;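 note: higher means more holoenzyme dissociation and a rise in polarization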
Target sequence (P31323 whole entry, looked up, other chains not shown, the tested form may be a part): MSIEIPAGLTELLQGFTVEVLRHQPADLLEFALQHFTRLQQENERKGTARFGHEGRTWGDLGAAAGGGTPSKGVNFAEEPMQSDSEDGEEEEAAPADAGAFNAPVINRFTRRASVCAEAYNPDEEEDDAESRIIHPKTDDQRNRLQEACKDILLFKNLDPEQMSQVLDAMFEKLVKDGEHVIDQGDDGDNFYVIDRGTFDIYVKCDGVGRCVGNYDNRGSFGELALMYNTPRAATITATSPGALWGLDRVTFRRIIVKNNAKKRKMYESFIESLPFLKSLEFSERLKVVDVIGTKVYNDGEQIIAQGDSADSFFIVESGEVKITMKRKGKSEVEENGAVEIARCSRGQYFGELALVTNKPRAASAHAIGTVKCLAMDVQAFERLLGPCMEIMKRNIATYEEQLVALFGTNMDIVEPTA
Ecoli viability – reduces bacterial viability in AddAB counter-screen; E. coli V3065 growth, OD600 absorbance, 18 h; inhibition, % at 11.9 µM; 330,000 tested, 0.27% active; AID 449728;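 active = inhibition above the campaign's mean inhibition across all tested compounds plus 3 SD, cut at about 9.9% in these data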;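 note: uninfected addAB+ strain grown without phage in ampicillin broth; 0% = DMSO wells and 100% = ciprofloxacin 0.95 µg/ml wells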
AddAB inh – less growth of phage-infected E. coli with AddAB | AID 435030 | E. coli expressing H. pylori AddAB, absorbance growth | inhibition, % at 11.9 µM | 330,000 tested, 0.29% active; in the data active = inhibition above about 12%;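 note: 0% = vehicle wells of infected cells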
PKA-R1A act – activates the PKA-R1A holoenzyme complex; P00514+P68181; PKA-R1A dissociation, Cy5-IP20 fluorescence polarization; scaled: DMSO 0%, 113 µM cGMP 100%; activation, % at 11.4 µM; 340,000 tested, 0.083% active;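 active = percent activation above the mean of all tested compounds plus 3 SD, cut at about 19% in these data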;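 note: higher means more PKAc released from R1A so a rise in polarization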
SUMO Mot1 rescue – blocks SUMOylation pathway, rescuing yeast Mot1-301 growth; AID 2716; growth rescue, % at 18.8 µM; 320,000 tested, 1% active; S. cerevisiae Mot1-301 growth rescue, ATP luminescence, 38.5C; percent above DMSO median, 100 means doubled;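 active = every valid replicate shows activation above 250% relative to neutral control wells; inactive = the rest, any valid replicate at or below 250%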;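 note: OY570 slx delta 5 strain wells were the positive control but not used for scaling; some compounds called inactive have numbers as strong as hits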
Tat transport – inhibitors of E. coli Tat protein transport. E. coli MC4100 TorA-mCherry Tat export, fluorescence. inhibition, % at 10 µM. 340,000 tested, 0.036% active. AID 488895;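 active = mean replicate inhibition at least 50% and at least half of replicates individually reaching 50%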;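 note: exported cargo escapes ClpAP degradation while cytoplasmic cargo is degraded and loses fluorescence; 0% = median of neutral control wells and 100% = median of NaSCN control wells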
PfHsp90 set2 – reduces growth (ATP signal) of yeast expressing P. falciparum Hsp90; S. cerevisiae expressing PfHsp90, BacTiter-Glo ATP, 48 h; yeast lacking PDR1 and PDR3 efflux regulators; inhibition, % at 9.4 µM; 310,000 tested, 0.32% active; AID 504621;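 active = every replicate shows inhibition above about 80%, whatever the replicate mean, limit read from the data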;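 note: 0% = DMSO neutral controls and 100% = 20 µM radicicol positive controls; yeast relying on Plasmodium falciparum Hsp90 in place of its own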
MOR-DOR ag – agonists of human mu-delta opioid receptor heterodimerization; 340,000 tested, 0.3% active; activation, % at 9.3 µM; AID 504326; P35372+P41143; cells, OPRM1-OPRD1 heterodimerization, luminescence; in the data active = activation above about 18%;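 note: 0% = vehicle-treated cells and 100% = reference agonist; values of inactives mirror those of a sister screen read the other way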
OPRM1-OPRD1 inv – mu-delta opioid heterodimer inverse agonism; P35372+P41143; cell-based MOR-DOR heterodimer luminescence; inhibition, % at 9.3 µM; 340,000 tested, 0.21% active; AID 504357; in the data active = inhibition above about 22%, passing the limit was not always enough;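 note: 0% = cells with DMSO and 100% = wells without cells with DMSO; values of inactives mirror those of a sister screen read the other way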
phage Ecoli inh – E. coli growth loss with phage present; growth absorbance; inhibition, % at 11.9 µM; 360,000 tested, 0.26% active; AID 651602; in the data active = inhibition above about 11%
Starred values were filed as active, the others as inactive; . = not tested or not shown. Not a hit list. Share with any hit: about 2.2%.

SMILES | HTR5A inv ctr | PKA-R2B act | Ecoli viability | AddAB inh | PKA-R1A act | SUMO Mot1 rescue | Tat transport | PfHsp90 set2 | MOR-DOR ag | OPRM1-OPRD1 inv | phage Ecoli inh
COC(=O)C1OC2(OC1C(=O)OC)c1ccccc1-c1ccccc12 (stereo not drawn) | -1.1 | -7.6 | 0.3 | 3.7 | 3.5 | -5.5 | 1.5 | 12.1 | -1.9 | 8.0 | 1.7
Cc1c(C(=O)Nc2ccc3c4c(cccc24)CC3)cccc1[N+](=O)[O-] | 0.3 | 6.0 | 1.3 | 6.1 | -7.6 | 5.6 | -5.5 | 17.3 | -0.3 | 2.1 | 2.6
CC(=O)c1ccc(N2CCN(C(=O)C3CCN(S(=O)(=O)c4ccc5c(c4)CC(C)N5C(=O)C4CC4)CC3)CC2)cc1 (stereo not drawn) | -14.1 | -24.0 | -1.1 | 1.0 | -3.7 | -9.2 | -0.6 | 10.3 | -2.2 | 11.5 | 1.9
O=C(O)CCNS(=O)(=O)c1ccc(Oc2ccccc2Cl)cc1 | 1.5 | -5.3 | -2.7 | 0.5 | 3.7 | . | -13.3 | -4.2 | -2.5 | 12.7 | 3.7
Cc1cc2nc3c(=O)[nH]c(=S)[nH]c3nc2cc1NC(=O)C(F)(F)F | -17.8 | -2.4 | 10.3* | 6.7 | 9.3 | 158.0 | -11.4 | 26.6 | -0.2 | 0.9 | 9.4
COC(=O)c1ccc(NC(=O)Cn2nnc(-c3cccs3)n2)cc1 | -25.1 | -1.7 | 0.7 | 1.9 | -12.4 | -1.0 | -1.1 | 5.2 | 3.1 | -17.2 | 1.6
O=C(O)c1cccc(NC(=O)c2ccc(N3C(=O)c4ccc(C(=O)Nc5cccc(C(=O)O)c5)cc4C3=O)cc2)c1 | 17.0 | 1.2 | -0.4 | 0.3 | -5.9 | 5.1 | -9.6 | -8.4 | -2.9 | 16.1 | 0.7
Cc1c(C)n(C)c2ccc(C(=O)N3CCN(c4ccccc4)CC3)cc12 | 14.3 | -10.4 | -0.2 | 0.9 | -2.7 | 15.4 | 3.6 | -23.4 | -1.5 | 8.2 | -0.2
CCn1ncc(CNC(=O)C2(C)CC2(Cl)Cl)c1C (stereo not drawn) | 10.2 | 5.8 | 0.3 | 0.9 | -5.5 | 415.5 | 1.7 | 2.5 | -3.7 | 19.8 | 1.5
Nc1nonc1C(=O)NCCNC(=O)c1cccc(Cl)c1 | -29.0 | -0.3 | -0.9 | 1.8 | 2.4 | -23.6 | -1.9 | 5.0 | 2.4 | -15.4 | 2.2
CC(C)(O)[C@H](O)COc1c2ccoc2cc2oc(=O)ccc12 | 10.9 | 1.1 | -0.2 | 3.4 | -10.1 | 356.1 | -0.5 | -7.8 | -1.5 | 8.5 | 1.9
O=C(c1ccc(S(=O)(=O)N2CCCCC2)cc1)c1nnc(-c2ccc(Cl)cc2)o1 | -2.7 | -3.4 | . | . | -0.6 | . | 2.3 | -5.1 | -2.6 | 14.5 | -1.7
Cc1c(-n2c(=O)n(Cc3ccccc3)c(=O)c3[nH]cnc32)cccc1S(C)=O (stereo not drawn) | 1.2 | -5.2 | 1.8 | -0.2 | -11.8 | -1.9 | -15.2 | 0.1 | -2.8 | 12.8 | 1.0
Cc1ccccc1NS(=O)(=O)c1ccc(C(=O)N2CCCC(C(F)(F)F)C2)cc1 (stereo not drawn) | -7.0 | -10.0 | 0.3 | 3.1 | -1.1 | -8.9 | -2.0 | 5.5 | -0.3 | 1.9 | 0.4
O=C1CN=C(Nc2ccc(Cl)cc2)N1c1ccccc1 | -20.3 | 2.4 | 1.0 | 0.8 | -2.4 | -6.8 | 3.7 | -13.8 | -0.7 | 3.7 | 3.0
CC1(CCC#N)N=C(SCCC#N)N(c2ccccc2)C1=O (stereo not drawn) | 6.7 | -0.6 | 1.2 | 0.7 | -2.0 | . | -4.1 | 21.7 | -2.8 | 14.8 | 0.5
COc1ccc(C(CNC(=O)COc2ccccc2OC)N2CCCCC2)cc1 (stereo not drawn) | -13.6 | 1.2 | -5.6 | -1.5 | -7.1 | 1.8 | -1.5 | -4.7 | -3.5 | 17.9 | 1.9
O=C(CNC(=O)c1ccc(Br)cc1)NCC(=O)OCC(=O)c1ccc([N+](=O)[O-])cc1 | -12.1 | -7.3 | 0.7 | 2.8 | -1.4 | 2.5 | 3.6 | -0.5 | -3.5 | 18.4 | 4.2
Cc1cc(=O)oc2cc(OCCSCCN3CCCCC3)ccc12 | -5.0 | 5.5 | 3.2 | 2.5 | 2.6 | -5.5 | -9.0 | -16.7 | 2.0 | -9.7 | 0.7
O=C(Nc1cccc(O)c1)c1c(O)c2ccccc2[nH]c1=O | -4.4 | -3.1 | 0.1 | -0.2 | 1.7 | 1.5 | 2.2 | -0.7 | 3.1 | -15.0 | 0.2
CC(=O)c1ccc(N2CCN(C(=O)c3cccs3)C(C)C2)c(F)c1 (stereo not drawn) | -6.5 | -2.0 | 2.5 | 1.2 | -1.9 | -9.6 | 0.4 | -14.6 | -2.5 | 12.3 | -1.3
COc1ccccc1NC(=O)COC(=O)Cc1ccc(S(=O)(=O)N2CCCCC2)s1 | 2.9 | -1.9 | -0.2 | -0.2 | -0.5 | -14.0 | -5.5 | 4.6 | 0.7 | -3.8 | 2.9
C=C(C)Cn1c(CNC(C)=O)nc2ccccc21 | 5.9 | 6.5 | -1.6 | -1.3 | 3.1 | . | 0.2 | 14.4 | -0.5 | 3.2 | 1.9
CC(C)N(C(=O)CSc1nnnn1C1CCCC1)C(C)C | -3.6 | 1.3 | 2.2 | 1.7 | -5.2 | 5.4 | -2.7 | 2.5 | -0.1 | 0.8 | -0.1
CCOC(=O)c1c(C)[nH]c(C)c1C(=O)CSc1nnc(N)s1 | 11.0 | -3.8 | 1.0 | 0.0 | -6.0 | 3.9 | -2.0 | 1.0 | -1.3 | 6.6 | 3.1
O=C(COC(=O)CCC(=O)c1cccs1)NCc1ccc(Cl)cc1 | 4.5 | -8.4 | 1.3 | 0.7 | -6.6 | 49.6 | -14.9 | -5.0 | 1.0 | -5.1 | 0.2
COc1ccc(C(=O)c2sc3nc(-c4ccccc4)ccc3c2N)cc1OC | -10.0 | -3.5 | -0.8 | -0.2 | 3.1 | 6.3 | -5.5 | -1.1 | 9.7 | -57.7 | 0.0
COc1ccc(C)cc1NC(=O)c1cc(S(=O)(=O)N2CCCCC2)ccc1N1CCOCC1 | -29.9 | -2.9 | 0.5 | 2.0 | -3.1 | 5.9 | 3.4 | 10.4 | -0.8 | 4.0 | 3.5
CC(C)C(OC(=O)c1ccco1)C(=O)NCc1ccccc1 (stereo not drawn) | 3.5 | 3.8 | -1.8 | 2.5 | 8.9 | -10.8 | 2.6 | . | -0.7 | 4.0 | 2.9
O=C(c1ccccc1SCc1ccccc1)N1CCOCC1 | 6.8 | 0.2 | -1.1 | -0.8 | -1.6 | -1.0 | 2.1 | -10.6 | 1.7 | -7.9 | 0.4
Cc1ccc(S(=O)(=O)N(C)c2ccc(OC(C)C(=O)N(C)c3ccccc3)cc2)cc1 (stereo not drawn) | -3.2 | 8.4 | . | . | 2.2 | . | 8.0 | . | 0.2 | -1.4 | 0.2
CCOc1cccc(C(=O)Nc2ccccc2C(=O)N2CCOCC2)c1 | 15.5 | -1.0 | -0.7 | 1.0 | -1.0 | 2.0 | 3.6 | 0.8 | -2.2 | 11.6 | 0.9
Cc1cc(C)n2c(SCC(=O)Nc3ncc(C(F)(F)F)cc3Cl)nnc2n1 | -11.4 | -4.1 | 3.1 | 3.8 | -16.3 | -4.3 | -2.0 | 7.8 | 0.5 | -3.0 | 2.5
O=C(NNc1ccccc1)c1ccccc1 | -9.1 | -1.3 | . | . | 13.4 | . | 5.0 | -6.5 | -5.0 | 25.4 | 4.3
CCOc1ccc(C(=O)NCC(C)NC(=O)c2ccc(OCC)cc2)cc1 (stereo not drawn) | 8.5 | -6.2 | -1.7 | 2.7 | -5.6 | 169.6 | -3.9 | 8.3 | -3.1 | 14.8 | 1.0
O=C(NCCN1CCN(S(=O)(=O)c2ccc(F)cc2)CC1)C(=O)NCc1ccccc1 | -11.5 | -4.2 | -0.8 | 1.0 | 5.1 | 47.7 | 5.7 | 7.7 | -2.5 | 15.4 | -1.5
N=C(N)SCc1ccccc1Cl | 13.6 | 5.2 | -3.3 | -2.7 | -0.9 | 88.4 | 5.0 | -18.1 | -1.0 | 5.7 | 7.6
O=C(Cc1ccc(Nc2nc3ccc(Br)cc3[nH]2)cc1)NCCc1cccs1 | 0.2 | -14.9 | 1.3 | -0.2 | -5.3 | 255.0 | 0.7 | -10.6 | 0.8 | -4.6 | 10.2
Cc1ccc(N2CC(C(=O)NCC3CCCO3)CC2=O)cc1Cl (stereo not drawn) | -0.8 | -7.2 | 1.4 | 2.4 | -7.0 | 0.9 | 0.0 | -10.4 | -0.1 | 0.5 | 2.9
O=C(c1cc(C2CC2)on1)N1CCCC(N2CCN(c3cccc(C(F)(F)F)c3)CC2)C1 (stereo not drawn) | -0.7 | -2.9 | -0.3 | 0.3 | 0.7 | -6.7 | 3.9 | -29.5 | 2.1 | -11.9 | 1.4
CCCNC(=O)Cn1cnc2sc(C(=O)N3CCN(CCC)CC3)c(C)c2c1=O | 14.2 | 0.3 | 0.4 | 2.7 | -9.7 | -9.9 | -7.5 | 7.3 | -0.4 | 2.2 | 1.3
COc1ccc(CC(=O)OCC(=O)Nc2cc(Cl)ccc2C)cc1 | 3.9 | -1.6 | -1.0 | -2.9 | -3.6 | 33.3 | 5.4 | -27.4 | 0.9 | -4.6 | 2.9
CC(=O)Nc1ccc2c(CSc3nncs3)cc(=O)oc2c1 | 11.4 | -11.5 | 1.8 | 1.6 | 3.0 | 63.7 | 2.8 | -5.2 | -3.6 | 18.8 | 3.7
COC(=O)c1cc(N=CC2=C(O)CC(C)(C)CC2=O)cc(C(=O)OC)c1 | -17.9 | -0.6 | -0.5 | 3.0 | -2.6 | 17.2 | 3.6 | -0.2 | -0.1 | 0.6 | 2.1
O=C(NCCS(=O)(=O)N1CCN(c2ccccc2F)CC1)C1CC(=O)N(c2ccc(F)cc2)C1 (stereo not drawn) | -19.4 | -10.7 | -1.7 | 3.2 | -4.3 | 9.7 | 6.0 | -14.8 | -2.3 | 11.2 | 4.5
Cc1ccc(C(=O)NN=CC(=O)c2ccccc2)c(C)c1 | -3.6 | -20.6 | -0.4 | 0.8 | 2.5 | -1.2 | -3.2 | -4.1 | -1.5 | 5.8 | 2.3
